Eya2 phos inh = qHTS Assay for Inhibitors of the Phosphatase Activity of Eya2. Protein phosphatase EYA2 (Homo sapiens), O00167. recombinant Eya2, OMFP fluorescence dephosphorylation (OMFP is methylfluorescein phosphate). Potency, µM (highest dose often 76.9 µM), for inactives: at the top dose activity, negative = inhibition, usual class: inhibitors. 330,000 compounds, 0.006% hits; further: potency means the concentration at half of the fitted maximal effect; on the % scale 0 is the no-effect control and ±100 the full control effect
Target sequence (O00167 whole entry, looked up): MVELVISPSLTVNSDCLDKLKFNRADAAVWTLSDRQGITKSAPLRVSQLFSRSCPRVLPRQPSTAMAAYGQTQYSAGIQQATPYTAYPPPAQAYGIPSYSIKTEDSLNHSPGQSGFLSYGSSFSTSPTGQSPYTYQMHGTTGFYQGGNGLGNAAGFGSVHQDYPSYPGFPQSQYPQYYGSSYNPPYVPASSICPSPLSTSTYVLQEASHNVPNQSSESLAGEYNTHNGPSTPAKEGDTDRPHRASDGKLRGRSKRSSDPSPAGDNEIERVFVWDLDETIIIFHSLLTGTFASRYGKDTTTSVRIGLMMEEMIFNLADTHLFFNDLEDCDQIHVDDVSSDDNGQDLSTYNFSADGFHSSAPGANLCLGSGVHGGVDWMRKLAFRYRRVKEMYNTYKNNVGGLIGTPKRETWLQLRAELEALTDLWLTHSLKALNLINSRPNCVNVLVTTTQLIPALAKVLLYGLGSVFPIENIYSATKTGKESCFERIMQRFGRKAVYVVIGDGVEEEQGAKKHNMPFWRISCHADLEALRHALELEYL
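Eya2 (0.2 uM) preincubated 10 min at ambient with compound, then OMFP substrate added at 50 uM; 10 min reaction in 50 mM HEPES pH 7.5, 50 mM NaCl, 5 uM MgCl2, 0.05% BSA, 1 mM DTT. Fluorescence read at Ex 485/Em 525 nm.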
TCR act = Activators of T cell receptors: qHTS campaign. primary human leukocytes, anti-CD3, IL-2 HTRF, 48 h. Potency, µM (titrated, usually from 9.22 µM), without a hit: at the top dose activation of IL-2 secretion, most hits filed as activators. 330,000 tested, under 10 active; further: % of control where 0% means no effect
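Human primary leukocytes + a-CD3 beads + cpd, 48 hr; IL-2 in supernatant by HTRF (ex 320nm / em 665nm). No co-stimulatory signal supplied.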
a7 integrin act = qHTS for Activators of Integrin-Mediated Alleviation for Muscular Dystrophy | alpha7betagal myoblasts, beta-gal FDG fluorescence, 48 h | Potency, µM (series often up to 38.3 µM), without a hit: at the top dose activation, most hits filed as activators | 350,000 compounds, 0.064% hits;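 further: potency means the concentration at half of the fitted maximal effect; 100% = response of the positive control SU9516; nearly all actives have a fitted effect of over 60% in size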
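Alpha7betagal+/- myoblasts (passage 13) were plated 16-24 hr, then exposed to compounds (1:260 dilution of DMSO stock) for 48 hours at 37C. After MPER lysis, β-galactosidase reporter activity was read as FDG fluorescence (ex 480/em 540) after 30 minutes.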
S-ASM inh = Inhibitors of Secretory Acid Sphingomyelinase (S-ASM): qHTS | placental ASM, HMU-PC fluorogenic substrate, 60 min | Potency, µM (top dose mostly 57.5 µM), for the others: at the highest dose activity change, negative = inhibition, hits mostly inhibitors | 340,000 compounds, 0.006% hits | AID 504937, 2011; further: potency means the concentration at half of the fitted maximal effect
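Fluorogenic HMU-PC substrate (9 uM final) is turned over by placental ASM in 60 min at 37 C after a 10 min compound preincubation. Reaction ended by alkaline stop (pH 10), with fluorescence read at 386/447 nm.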
TSG101-PTAP inh = qHTS Assay for Iinhibitors of HIV-1 Budding by Blocking the Interaction of PTAP/TSG101; Fluorescence polarization, FITC-PTAP peptide / Tsg101 binding; AID 493005, 2010; 340,000 tested, under 10 active; Tumor susceptibility gene 101 protein (Homo sapiens), Q99816; Potency, µM (series often up to 115 µM), for the others: at the highest dose activity change, negative = inhibition, hits mostly inhibitors; active means well fitted inhibition curve with a large enough effect in the main read-out, with a control signal flat, not every such curve was filed as active; inconclusive means small, poorly fitted or top-dose-only effect, or effect the other way, or a change in a side signal; inactive means no such curve, though single readings can be large or run the other way; further: potency means the concentration at half of the fitted maximal effect; % of control where 0% means no effect
Target sequence (Q99816 whole entry, looked up): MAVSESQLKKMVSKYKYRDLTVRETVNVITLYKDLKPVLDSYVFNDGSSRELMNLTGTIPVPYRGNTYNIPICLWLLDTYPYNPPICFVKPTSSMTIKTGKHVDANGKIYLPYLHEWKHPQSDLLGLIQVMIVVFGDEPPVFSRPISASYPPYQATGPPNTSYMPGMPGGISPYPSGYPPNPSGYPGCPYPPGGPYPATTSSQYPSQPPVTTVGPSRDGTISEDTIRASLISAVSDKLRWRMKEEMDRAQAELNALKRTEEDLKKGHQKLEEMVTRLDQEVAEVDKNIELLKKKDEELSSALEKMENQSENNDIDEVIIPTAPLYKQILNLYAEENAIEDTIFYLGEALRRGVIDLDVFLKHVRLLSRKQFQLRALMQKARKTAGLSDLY
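Fluorescence polarization binding of Tsg101 binding domain (10 uM final) to FITC-labeled PTAP peptide (50 nM final) in HEPES pH 7.5 buffer with NaCl, Tween 20, EDTA, TCEP. Compounds added before peptide; binding 20 min at RT.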
Chronic BCR inh = qHTS Assay to Find Inhibitors of Chronic Active B-Cell Receptor Signaling; 340,000 compounds, 0.05% hits; AID 493014, 2011; Potency, µM (titrated, usually from 46.1 µM), inactives show at the top dose ratio change, negative = lower green/red ratio, hits mostly inhibitors; ABC-DLBCL IkBa-CBG/CBR reporter, luminescence ratio, 4 h; active means well fitted inhibition curve with a large enough effect in the signal ratio, with a control signal flat, not every such curve was filed as active; inconclusive means small, poorly fitted or top-dose-only effect, or effect the other way, or a change in a side signal; the % refers to the signal ratio;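 further: potency means the concentration at half of the fitted maximal effect; plate controls were basal doxycycline-induced cells for no effect and cells given 10 µM MG132 for full effect; MG132 reads +100%, hits lower the ratio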
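Doxycycline induced both beetle luciferases in TMD8 lymphoma cells; IKK-driven degradation limits the IkappaBalpha-fused green signal, while red luminescence normalises for cell number and nonspecific effects. Compounds tested up to 46 uM, 4 hrs.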
TSHR antagonist = Antagonists of the Thyroid Stimulating Hormone Receptor: HTS campaign; Thyrotropin receptor (Homo sapiens), P16473; TSHR-expressing cells, TSH-stimulated cAMP HTRF, 2 h; active compounds read low; activity change, negative = inhibition, % at 11.5 µM; 330,000 compounds, 0.2% hits;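 active means activity change below a set negative limit, meaning inhibition stronger than a set level, cut at about -70% in these data; inconclusive means activity change between two set negative limits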; further: on the % scale 0 is the no-effect control and ±100 the full control effect
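Inhibition of cAMP made by TSHR-expressing cells under TSH stimulation (4nM final, EC80; 2 h, 37 deg C) is quantified with a one-step lysis HTRF kit, anti-cAMP cryptate versus cAMP-d2.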
Tb PFK block = qHTS Assay to Find Inhibitors of T. brucei phosphofructokinase; ATP-dependent 6-phosphofructokinase (Trypanosoma brucei brucei), O15648; T. brucei PFK, ADP-Glo luminescence; Potency, µM (series often up to 57.5 µM), inactives show at the top dose activity, negative = inhibition, usual class: inhibitors; 330,000 compounds, 0.17% hits;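 further: potency means the concentration at half of the fitted maximal effect; 0% = uninhibited 1x PFK enzyme wells and -100% = no-enzyme wells; nearly all actives have a fitted effect of over 60% in size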
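Compounds were pin-transferred as a titration series up to 57 uM into substrate buffer (0.5 mM F6P, 0.1 mM ATP, pH 8.0), then 1.25 nM PFK was added and reactions ran 45 min before ADP-Glo detection.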
Mito fusion yeast = qHTS Assay for Small Molecule Inhibitors of Mitochondrial Division or Activators of Mitochondrial Fusion; 320,000 compounds, 0.23% hits; Potency, µM (series often up to 46.1 µM), inactives show at the highest dose growth rescue (activation), actives largely listed as activators; S. cerevisiae fusion-defective mutant growth rescue, CellTiterGlo 48 h; AID 485298, 2010;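 further: potency means the concentration at half of the fitted maximal effect; % of control where 0% means no effect; nearly all actives have a fitted effect of over 45% in size; temperature-sensitive fusion mutants such as fzo1-1 at 37 °C on non-fermentable ethanol glycerol medium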
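S. cerevisiae fusion-defective temperature-sensitive mutants (e.g. fzo1-1, mgm1-5) grown 48 h at 37C in YPEG (ethanol/glycerol non-fermentable) medium with 23 nl compound per well; growth rescue read as CellTiterGlo luminescence.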
ELG1 repair inh = qHTS screen for small molecules that inhibit ELG1-dependent DNA repair in human embryonic kidney (HEK293T) cells expressing luciferase-tagged ELG1 | HEK293T ELG1-luciferase reporter, luminescence, 16 h; DNA damage induced by 5-fluorouridine | Potency, µM (highest dose often 46.1 µM), inactives show at the highest dose activity change, negative = inhibition, usual class: inhibitors | 330,000 compounds, 2.3% hits | AID 504467, 2011; further: potency means the concentration at half of the fitted maximal effect; on the % scale 0 is the no-effect control and ±100 the full control effect; nearly all actives have a fitted effect of over 55% in size
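In this reporter screen, reduction of luminescence relative to DMSO vehicle indicated activity. Compounds and 5-fluorouridine were added together to 2,000 cells per well, incubated for 16 hr at 37 °C, then developed with ONE-Glo.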
A-T KAP1 phos = qHTS Assay for Identifying a Potential Treatment of Ataxia-Telangiectasia. […] A-T fibroblasts, KAP-1 phosphorylation AlphaLISA; neocarzinostatin DNA damage 30 min before lysis. Potency, µM (highest dose often 57.5 µM), inactives show at the highest dose activation, hits mostly activators. 320,000 compounds, 0.19% hits. AID 485349, 2010; further: potency means the concentration at half of the fitted maximal effect; % of control where 0% means no effect; nearly all actives have a fitted effect of over 45% in size
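ATM-like activity read as KAP-1 phosphorylation via AlphaLISA donor/acceptor antibody pairs after lysis and 6 hr at 25C. Cells were ATM-null patient fibroblasts ([…], hTERT), dosed 60 min, then exposed to the DSB inducer NCS for 30 min.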
Starred values were filed as active, the others as inactive; ? = inconclusive; / = no result given; [ ] = another dose, or the depositor's remark. Unless noted, the call rests on the fitted dose curve; in most records, active means well fitted curve in the direction sought with a large enough effect; inconclusive means small, poorly fitted or top-dose-only effect, or another doubt; inactive means no such curve, though single readings can be large; an effect the other way counts as inactive or inconclusive.

SMILES	Eya2 phos inh	TCR act	a7 integrin act	S-ASM inh	TSG101-PTAP inh	Chronic BCR inh	TSHR antagonist	Tb PFK block	Mito fusion yeast	ELG1 repair inh	A-T KAP1 phos
Nc1cc(C(=O)O)ccc1N1CCCCCC1	13%	-1%	10%	-4%	0%	1%	-1	-1%	-1%	13%	4%
O=C1CC(Cc2ccccc2)C(=O)N1CCCn1ccnc1 (stereo not drawn)	9%	/	/	/	/	8%	-7	-5%	-1%	26%	-9%
COc1ccc(NC(=O)CSc2nnnn2C2CCCC2)cc1	10%	-5%	-24%	3%	-4%	-19%	5	-5%	-2%	12%	4%
COc1ccc(C(=O)c2cnc3cc4c(cc3c2C)OCO4)cc1	2%	0%	21%	-6%	-6%	-19%	-6	1%	3%	-17%	4%
CC1CC(C)(C)CC2(C1)NC(=S)N(c1ccccc1)N2 (stereo not drawn)	1%	5%	?	0%	-2%	-5%	13	-12%	0%	7%	/
O=c1[nH][nH]c(C(F)(F)F)c1C=NCc1cccc(Cl)c1	5%	-2%	1%	1%	-7%	-9%	3	-12%	-1%	1%	-3%
CN(CC(=O)Nc1ccc(F)c(F)c1F)C(=O)C1COc2ccccc2O1 (stereo not drawn)	-13%	0%	23%	-2%	-2%	0%	-14	3%	/	9%	-3%
CCn1c(SCc2ccccc2F)nnc1-c1ccncc1	-23%	1%	-18%	-3%	-1%	?	5	0%	6%	-22%	9%
O=C(CCS(=O)NCc1ccccc1)NCc1ccccc1 (stereo not drawn)	4%	/	/	/	/	0%	-1	0%	-4%	12%	-10%
CN(C)S(=O)(=O)c1ccc(Cl)c(NC(=O)COC(=O)CN2C(=O)NC(C)(C)C2=O)c1	3%	4%[46.1 µM]	-10%	0%	-2%	4%	3	-3%	-1%	-1%	-4%
O=C1CN(C(=O)CC2c3ccccc3-c3ccccc32)CC(=O)N1	-5%	3%	-1%	0%	-4%	8%	-3	-1%	-2%	24%	9%
CCOCCn1c(SCC(=O)OCc2ccccc2)nc2c1c(=O)[nH]c(=O)n2C	-3%	11%	-1%	4%	-4%	8%	-7	0%	7%	-12%	0%
COc1cc(/C=C2\CCCc3c2nc2ccccc2c3C(=O)O)cc(Br)c1O	0%	6%	-16%	-3%	-9%	-16%	-3	-18%	11%	10%	-8%
CCOC(=O)C1CCN(C(=O)CCn2c(=O)[nH]c3ccccc3c2=O)CC1	12%	/	8%	4%	-2%	?	-7	-5%	3%	5%	0%
C#CCOc1ccc2ccccc2c1/C=C(/C#N)c1ccc(C(=O)O)cc1	18%	5%	10%	26%	-6%	-5%	-10	2%	0%	3%	2%
Clc1ccc(CSc2cc3c(nn2)-c2ccccc2CC3)cc1	-6%	0%	-13%	-5%	-1%	7%	-4	0%	-3%	?	11%
O=C1C(=Cc2ccc(Br)o2)C(=O)c2ccccc21	2%	2%[46.1 µM]	-8%	-3%	-3%	0%	-3	?	-7%	17%	8%
CC1CCCCN1C(=O)Nc1cccc(C(F)(F)F)c1 (stereo not drawn)	4%	-5%	?	-4%	-1%	-4%	-8	4%	-5%	3%	5%
O=C(CN(Cc1ccc(Br)cc1)S(=O)(=O)c1ccccc1)NCC1CCCO1 (stereo not drawn)	7%	-2%	1%	/	2%	0%	13	-5%	1%	4%	29%
CCC(C)NC(=S)N1CCN(C)CC1 (stereo not drawn)	-28%	1%	-7%	0%	-1%	-1%	13	-4%	2%	14%	-2%
N#Cc1ccc(Oc2c(Cl)cncc2Cl)cc1	-23%	0%	10%	0%	-3%	0%	2	1%	2%	-12%	0%
O=C(COC(=O)c1cccc(OC(F)F)c1)NC1CCCC1	-8%	-1%	-16%	-1%	-8%	-2%	1	1%	-4%	12%	7%
COc1ccc(NC(=O)COC(C)=O)cc1Cl	-12%	-1%[46.1 µM]	-21%	2%	-16%	-5%	5	0%	-1%	11%	-14%
O=C(CC1NC(=S)NC1=O)c1ccc(Cl)cc1 (stereo not drawn)	12%	-7%	13%	168%[activator]	0%	?	6	3%	1%	0%	3%
COc1cc(C2C(C(=O)c3ccc(C)o3)=C(O)C(=O)N2Cc2ccccc2)ccc1O (stereo not drawn)	-7%	-5%	18%	-16%	3%	0%	14	-10%	-3%	29%	6%
Cn1c(OCc2cccnc2)nc2c1c(=O)n(Cc1ccccc1)c(=O)n2C	6%	2%	0%	9%	-5%	2%	-9	0%	5%	-10%	5%
Nc1c(-c2ccccc2)cnn1-c1ccc(C(=O)O)cc1	6%	-2%	10%[7.66 µM]	16%	-3%	?	2	-4%	-2%	?	/
NC(=S)NNC(=O)/C(=C/c1ccc(Br)cc1)NC(=O)c1ccccc1	-7%	2%	14%	5%	4%	8%	-2	-1%	-7%	-4%	11%
COc1ccccc1-c1sc2cc3c(cc2c1-c1ccc(O)cc1)OCO3	0%	6%	8%	-18%	-6%	3%	64	-1%	/	?	9%
O=C(C1CC1)N1CCN=C1SCc1ccccc1	1%	-2%	-5%	0%	2%	-5%	2	-2%	2%	1%	10%
Cc1ccc2c(CC(=O)Nc3ccc(F)c(S(=O)(=O)N4CCOCC4)c3)coc2c1	-8%	2%	-34%[inhibitor]	-8%	-4%	-9%	1	0%	-4%	-8%	2%
CN(C)c1ccc(C(=O)NCc2ccc3c(c2)CCO3)cc1	6%	2%	9%	7%	0%	4%	-7	2%	0%	10%	1%
Cn1c(=O)c(=O)n(C)c2cc([N+](=O)[O-])c([N+](=O)[O-])cc21	-11%	-2%	-73%[inhibitor]	1%	0%	?	-22	0%	1%	?	-3%
S=c1[nH]nc(C2CCCCC2)n1/N=C/c1cccs1	-20%	6%	12%	-1%	-3%	-1%	1	-5%	0%	-2%	-7%
COc1ccc(C2=NOC3(CC(=O)N(c4ccc(C)cc4)C3=O)C2)c(OC)c1 (stereo not drawn)	-3%	6%	13%	-4%	-3%	0%	-4	-1%	-2%	3%	6%
Cc1[nH]n(-c2ccccc2)c(=O)c1/C=N/NC(=O)c1cccc([N+](=O)[O-])c1	-35%	-2%	-16%	2%	-5%	?	4	-1%	1%	0%	0%
COc1ccc(OC)c(C(C(=O)NC2CCCCC2)N(Cc2ccco2)C(=O)c2ccccn2)c1 (stereo not drawn)	8%	4%	-6%	0%	-8%	1%	18	5%	0%	-1%	-8%
N=c1oc2ccccc2cc1C(=O)Nc1ccc(F)cc1	6%	5%	9%	2%	0%	?	-5	-2%	-3%	?	0%
COc1cc(/C=N/NC(=O)CNc2n[nH]c(=O)[nH]c2=O)ccc1OCc1ccccc1	1%	7%	5%	-3%	-2%	?	-4	0%	1%	11%	2%
CNC(=O)c1cc2c(s1)CCCCCC2	4%	0%[46.1 µM]	-9%	-1%	-9%	0%	-35	-1%	12%	?	/
